High-throughput results: PubChem BioAssay, several laboratories
NCF1 inh: inhibitors of human p47phox binding; P14598; p47phox/p22phox peptide binding, fluorescence polarization, 2 h; inhibition, % at 24.7 µM; 0.53% of 220,000 active; AID 1274;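 active = inhibition above about 30%, limit read from the data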;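 note: 0% = p47phox with labelled peptide and 100% = labelled peptide alone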
Target sequence (P14598 whole entry, looked up): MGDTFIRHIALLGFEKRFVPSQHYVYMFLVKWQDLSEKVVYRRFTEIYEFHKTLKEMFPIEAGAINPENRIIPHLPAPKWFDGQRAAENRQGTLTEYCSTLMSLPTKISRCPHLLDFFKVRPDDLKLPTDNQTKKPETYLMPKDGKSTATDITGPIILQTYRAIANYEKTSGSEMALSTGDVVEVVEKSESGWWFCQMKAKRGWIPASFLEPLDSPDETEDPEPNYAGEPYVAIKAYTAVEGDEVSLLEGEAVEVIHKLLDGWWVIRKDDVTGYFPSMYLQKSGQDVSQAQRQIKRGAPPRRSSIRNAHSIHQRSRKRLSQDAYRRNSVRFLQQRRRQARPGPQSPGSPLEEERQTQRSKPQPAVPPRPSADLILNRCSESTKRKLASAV
zVAD death inh: L929 zVAD cell death inhibition | 0.38% of 220,000 active | L929 zVAD necroptosis rescue, ATP luminescence, 24 h; with zVAD 60 µM | AID 1377 | viability rescue, % at 10 µM;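 active = activation, scaled between plate controls, above about 75%, limit read from the data; inactive = activation under that limit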;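 note: 0% = zVAD with DMSO and 100% = DMSO alone without zVAD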
TbHK1 inh: blocks Trypanosoma brucei hexokinase 1 activity; recombinant TbHK1, G6PDH-coupled NADH A340; inhibition, % at 10 µM; 0.11% of 220,000 active;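 active = inhibition of 50% or more in the single-dose primary screen; inactive = inhibition below 50%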
Runt-SMMHC FRET: Runt domain-CBFb-SMMHC interaction inhibition. Q01196+Q13951. Cerulean-Runt/Venus-CBFb-SMMHC FRET ratio 530/480, 1 h. inhibition, % at 20 µM. 0.74% of 220,000 active. AID 1434;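 active = mean inhibition across duplicate retests at 20 µM reaching about 50%, limit read from the data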;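 note: 0% = DMSO wells and 100% = wells with excess untagged CBFb-SMMHC; inhibitors lower the FRET ratio by blocking Runt binding to CBFb-SMMHC; some results filed as inactive read as strong as hits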
EBV gp42 inh: inhibitors of Epstein-Barr virus glycoprotein 42. Q1HVG2. Fluorescence polarization binding assay, mP read-out. inhibition, % (tested at 21.74 µM). 0.42% of 220,000 active; in the data active = inhibition above about 50%
MDM2 E3 inh: Mdm2 E3 ligase (human) inhibition | signal enhancement, % at 5 µM | 0.11% of 210,000 active | Q00987 | AID 1230 | cell-based MDM2 ubiquitination luciferase reporter, 2 h; 0 = plate control, 100 = twice control, blank-subtracted;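 active = signal enhancement of 30% or more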;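 note: luminescence tracks abundance of the self-degrading MDM2-luciferase fusion protein; higher signal means inhibition of MDM2 E3 ligase activity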
Target sequence (Q00987 whole entry, looked up, the tested form may be a part): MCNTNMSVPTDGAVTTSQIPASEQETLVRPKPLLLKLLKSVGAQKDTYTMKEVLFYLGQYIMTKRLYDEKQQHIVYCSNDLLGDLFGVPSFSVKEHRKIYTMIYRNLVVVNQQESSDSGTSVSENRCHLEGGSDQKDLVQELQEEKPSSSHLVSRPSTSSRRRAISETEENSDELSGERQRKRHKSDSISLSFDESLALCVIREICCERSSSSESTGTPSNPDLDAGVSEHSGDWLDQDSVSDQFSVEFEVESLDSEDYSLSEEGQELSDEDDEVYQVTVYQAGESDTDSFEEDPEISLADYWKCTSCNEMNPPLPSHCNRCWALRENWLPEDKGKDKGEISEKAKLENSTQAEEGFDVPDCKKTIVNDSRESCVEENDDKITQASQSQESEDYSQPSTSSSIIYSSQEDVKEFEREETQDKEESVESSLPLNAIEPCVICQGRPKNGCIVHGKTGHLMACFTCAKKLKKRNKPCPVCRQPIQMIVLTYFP
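Assay system: mammalian cells stably expressing self-ubiquitinating, self-degrading MDM2 E3–luciferase fusion. Quantity: 2000 cells in each well. Medium: DMEM culture medium. Compound dosing: single-point 5 µM. Timing: cell settling 4 h, compound treatment 2 h, both 37 °C. Technique: luciferase luminescence. Read-out basis: percent signal gain over controls, blank-subtracted. Benchmarks: plate controls and plate blanks.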
14-3-3 Bad inh: disrupts binding of bovine 14-3-3 zeta to phospho-Bad peptide; TR-FRET 14-3-3zeta/Dy647-pBad peptide displacement, 1 h; P63103; 0.71% of 220,000 active; inhibition, % at 21.7 µM; AID 781;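 active = inhibition above about 70%, limit read from the data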;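 note: 0% = full 14-3-3 plus peptide FRET controls and 100% = background without 14-3-3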
Runt-CBFb FRET: inhibitors of human RUNX1 Runt domain binding to CBFb | inhibition, % at 20 µM | 0.46% of 220,000 active | AID 1496 | Cerulean-Runt/Venus-CBFb FRET ratio 530/480, 1 h | Q01196+Q13951;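 active = inhibition over about 50% at 20 µM in the single-dose screen, limit read from the data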;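 note: 0% = DMSO wells and 100% = excess unlabeled CBFb competitor control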
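Reagent – Venus-CBFb binding partner, 100 nM · Assay system – Cerulean-tagged RUNX1 Runt domain (FRET donor) fusion protein · Input – 100 nM per protein · Incubation – two 1 h room-temperature incubations shielded from light · Measured by – FRET fluorescence · Medium – Tris buffer pH 7.5 with salts and BSA · Benchmarks – unlabeled CBFb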
Hck-Nef inh: blocks Nef-activated human Hck kinase; Recombinant Hck-YEEI plus Nef, Z-Lyte FRET kinase assay; AID 463187; 0.68% of 220,000 active; P08631; inhibition, % at 20 µM;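 active = Hck-Nef kinase inhibition above about 50%, limit read from the data; inactive = inhibition below that limit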;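 note: 0% = DMSO with Hck plus Nef and 100% = Hck alone without Nef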
* marks the source's active call; other numbers are inactive results; / = no result given; [ ] = dose if it differs, or a comment.

SMILES	NCF1 inh	zVAD death inh	TbHK1 inh	Runt-SMMHC FRET	EBV gp42 inh	MDM2 E3 inh	14-3-3 Bad inh	Runt-CBFb FRET	Hck-Nef inh
COc1cc(C2C(C#N)=C(C)NC3=C2C(=O)c2ccccc23)cc(OC)c1OC (stereo not given)	-19	-0.7	-10	0	-12	-5	-53[fluorescence artefact?]	-2	-2
O=C(Nc1ccc([N+](=O)[O-])cc1)Nc1ccc(OC(F)F)c(Cl)c1	-45	4.6	-13	3	11	-15	3	-3	0
CCCCCCC#Cc1cncc(C(=O)NNC(=O)Nc2cc(Cl)cc(Cl)c2)c1	-10	4.9	35	0	-11	-8	3	12	2
Cc1cccc(OCC(=O)Nc2ccc3c(C)cc(=O)oc3c2)c1	-10	0.8	-8	-4	-23	/	35	1	3
CC(O)CNc1nc2c(c(=O)n(C)c(=O)n2C)n1Cc1cccc(Br)c1 (stereo not given)	-11	0.7	0	2	-5	-19	8	-1	2
COc1cccc2sc(NC(=O)c3ccc(Br)s3)nc12	-24	0.7	-31	0	-10	-9	6	1	13
Cc1ccc(-c2noc(N=O)c2NO)cc1	-14	0.4	-22	0	0	-13	-2	0	-19
COc1ccc2oc(=O)c(C(=O)NCC3CCCO3)cc2c1 (stereo not given)	-17	-0.1	-6	23	-14	8	-1	12	3
CC1CCN(C(=S)c2cccc([N+](=O)[O-])c2)CC1	-10	0.9	-3	-4	-15	-3	-7	3	6
COc1cccc(C(=O)CSc2nnc(-c3ccco3)n2CC2CCCO2)c1 (stereo not given)	-2	1.2	-7	-1	-33	-12	4	0	2
CN(C)c1ccc(C2Nc3ccccc3C(=O)N2CCN2CCNC2=O)cc1 (stereo not given)	-12	1.3	-13	-5	-8	-3	-2	8	-3
COc1ccc2nc(NC(=O)c3cccc(-c4cc5ccccc5oc4=O)c3)sc2c1	39*	3.0	-21	-1	-1	-19	69[fluorescence artefact?]	-2	28
Cc1ccc(CNC(=O)COC(=O)[C@@H]2CC(O)CN2S(=O)(=O)c2ccc3c(c2)OCCO3)cc1 (stereo not given in full)	-8	0.1	11	0	-6	5	-22	-6	4
CC(C)C1=CC(=NS(=O)(=O)c2cccc([N+](=O)[O-])c2)C=C(C(C)C)C1=O	-4	1.3	1	1	-20	3	-9	-1	-1
CCCCNc1c(C(=O)OCC)c(=O)[nH]c2ccccc12	-9	-0.2	-6	1	-15	/	4[fluorescence artefact?]	10	-1
CC(O)CNc1nc2ccccc2n1CC(=O)N1CCN(Cc2ccccc2)CC1 (stereo not given)	9	0.1	-1	-2	-1	-6	-11	2	18
CC(=O)Nc1ccc(OCc2ccc(S(=O)(=O)Cc3ccccc3)cc2)cc1	3	0.1	-7	-4	4	-17	67	4	10
Cc1csc2c(N(C)CCO)ncnc12	1	-0.1	-13	2	1	-22	-1	2	1
Fc1ccc(NC(=S)Nc2cc(-c3ccccc3)[nH]n2)cc1Cl	-32	4.8	4	6	-14	-23	-16	18	-10
O=C(CSc1nc2ccccc2[nH]1)N1CCN(c2ccccc2)CC1	-6	-1.8	5	1	-14	-2	3	-1	-7
CCOC(=O)c1cc(-c2ccc(/C=C3/C(=O)NC(=O)C(C#N)=C3C)o2)ccc1Cl	3	1.1	-15	-5	106*	-10	77*[fluorescence artefact?]	17	81*
CC1=C(C(=O)OCC2CCCO2)C(c2ccncc2)C2=C(CCCC2=O)N1 (stereo not given)	-13	0.9	-14	50	-4	-7	-1	19	9
CCOC(=O)N1CCC(NC(=O)C2CCCN2C(=O)OCc2ccccc2)CC1 (stereo not given)	-23	0.7	7	3	-26	3	9	1	-7
CC(=O)C(C(C)=O)C(NC(=O)c1cccnc1)(C(F)(F)F)C(F)(F)F	4	0.8	4	0	-13	1	-4	-2	0
Cc1ccc(CSCC(=O)N/N=C/c2cccc(OC3CSC3)c2)cc1	-14	1.2	-8	-1	-10	-2	-8	-1	5
(next part)
SMILES	NCF1 inh	zVAD death inh	TbHK1 inh	Runt-SMMHC FRET	EBV gp42 inh	MDM2 E3 inh	14-3-3 Bad inh	Runt-CBFb FRET	Hck-Nef inh
Cc1ccc(C(=O)COC(=O)c2cc(Cl)nc3ccccc23)cc1	2	0.3	-11	-9	4	-11	0	-7	6
Cc1cc(C(F)F)nn1CC(=O)NCc1ccccc1F	-3	-0.7	-2	2	-11	6	-5	1	5
O=C(Cn1cnc2ccccc21)Nc1cc(C(F)(F)F)ccc1N1CCOCC1	7	0.1	-1	1	-6	-9	8	-2	1
CNC(=O)/C(C#N)=C\c1ccc(CNS(=O)(=O)c2ccc(Cl)cc2)o1	3	2.2	-27	5	-19	-11	14	-9	21
O=C1CC(c2ccccc2)CC(=O)C1=CN1CCCC1 (stereo not given)	-2	-0.1	-16	-2	-4	0	-1	-2	8
COc1cccc(N2CC(C(=O)Nc3nnc(SCC(=O)c4ccccc4)s3)CC2=O)c1 (stereo not given)	-45	0.7	5	-5	-25	-14	-5[fluorescence artefact?]	2	1
CC(c1nnc(SCC(=O)N2CC(=O)Nc3ccccc32)n1Cc1ccccc1)N(C)C (stereo not given)	-9	0.1	-1	-1	-11	-1	3	-1	-19
O=C(Nc1ccc2c(c1)OCO2)C1Cc2ccccc2CN1S(=O)(=O)c1cccs1 (stereo not given)	-25	-0.1	0	-4	-22	-12	-4	-3	8
O=C(CCCCn1c(=O)c2ccccc2n(CC(=O)Nc2ccc(F)cc2)c1=O)NCc1ccco1	-10	0.2	0	-2	-6	3	9	-3	-1
Cc1nn(C)c(C)c1S(=O)(=O)N(CC(=O)NCCN1CCOCC1)c1ccc(C(C)C)cc1	-3	0.4	0	0	-4	-12	-2	0	-4
O=C(Cc1ccccc1)Nc1ccc(NC(=O)C2CC2)nc1	-12	0.1	7	-2	-27	-4	-1	0	0
O=c1cc(C(F)(F)C(F)F)oc2ccccc12	1	1.7	-5	-1	-9	-13	8	0	0
Cc1cc(C)c(/C=N/n2c(C)cc(C)c(C#N)c2=O)c(C)c1	-3	0.3	24	2	-3	-51	14	7	-6
CNC(=O)CN(C1CCCCC1)S(=O)(=O)c1ccc(OC)c(Cl)c1	2	-0.4	2	4	-63	-22	24[fluorescence artefact?]	0	0
Cc1cccc(C(=O)Nc2ccccc2-c2nnn(CC(=O)Nc3ccc4c(c3)OCCO4)n2)c1	0	0.1	0	1	-6	-14	/	-4	0
C=CCn1c(=O)c2ccccc2n2c(SCc3nc(N)nc(Nc4ccccc4C)n3)nnc12	-9	-0.3	3	-9	-14	-4	1	-4	1
Cc1cc(C)c2c3c(sc2n1)C(=O)N(Cc1ccccc1)CC(=O)N3	-19	0.2	-10	1	-11	-4	-10	0	10
COc1cc(/C=N/NC(=O)C(=O)NCc2ccco2)ccc1O	-22	-0.2	-52	2	-15	-6	-7	0	1
C=C1CC(C(=O)N/N=C/c2ccccc2)C1	-12	0.2	2	-6	-28	15	11	-1	8
CSCCC1C(C#N)=C(N)Oc2n[nH]c(-c3cccs3)c21 (stereo not given)	-13	-0.1	3	-2	10	-21	-1	-1	-1
S=C1NC(C23CC4CC(CC(C4)C2)C3)=CC(c2ccc3c(c2)OCO3)N1 (stereo not given)	2	-1.8	-5	4	-20	0	-17	0	25
c1ccc2c(c1)Cc1cc(CN3CCOCC3)ccc1-2	-6	-0.1	3	0	-10	-18	33	-1	0
Cc1ccccc1OCCCc1c(C)n[nH]c1C	-6	0.6	1	-4	-12	5	10	/	7
CC(C(=O)c1c[nH]c(C(N)=O)c1)c1ncc(C(F)(F)F)cc1Cl (stereo not given)	1	1.5	6	0	-7	2	-4	0	29
COc1cccc(C2NC(=O)c3sc(=S)n(-c4ccccc4)c3N2)c1 (stereo not given)	-10	-0.4	-13	4	-4	-20	-13	2	0

Hck-Nef inh, entries above that show a hit
Structure | NCF1 inh | TbHK1 inh | Runt-SMMHC FRET | EBV gp42 inh | MDM2 E3 inh | 14-3-3 Bad inh | Runt-CBFb FRET | Hck-Nef inh
CCOC(=O)c1cc(-c2ccc(/C=C3/C(=O)NC(=O)C(C#N)=C3C)o2)ccc1Cl | 3 | -15 | -5 | 106* | -10 | 77*[fluorescence artefact?] | 17 | 81*

Later entries.
SMILES	NCF1 inh	zVAD death inh	TbHK1 inh	Runt-SMMHC FRET	EBV gp42 inh	MDM2 E3 inh	14-3-3 Bad inh	Runt-CBFb FRET	Hck-Nef inh
Cc1ccc(-n2nnnc2SCC(=O)N2CCc3ccccc3C2)c(C)c1	4	0.9	1	-2	-1	-7	3	-2	1
O=C(CN1CCCC1=O)NC1(C(F)(F)F)NC(=O)N(Cc2ccccc2)C1=O (stereo not given)	-3	-0.1	-1	-2	-5	-16	3	2	0
COc1ccc(Br)cc1CN(C)CC(=O)Nc1ccccc1Cl	-6	0.7	-7	2	-15	-11	2	-4	2
O=C1CCCN1c1ncc(S(=O)(=O)c2ccc([N+](=O)[O-])cc2)s1	6	0.8	2	0	11	-22	1	2	-13
CC(C)CCN=Cc1c(O)n(-c2ccccc2)c(=O)c2ccccc12	-13	-0.3	-20	3	-7	1	8	0	3
Nc1nc(SCC(=O)C23CC4CC(CC(C4)C2)C3)n[nH]1	1	0.1	5	4	-11	-4	/	0	4

Some entries already given with just Runt-SMMHC FRET, zVAD death inh and Runt-CBFb FRET.
Structure | Runt-SMMHC FRET | zVAD death inh | Runt-CBFb FRET
COc1ccc(Br)cc1CN(C)CC(=O)Nc1ccccc1Cl | 2 | 0.7 | -4
O=C1CCCN1c1ncc(S(=O)(=O)c2ccc([N+](=O)[O-])cc2)s1 | 0 | 0.8 | 2

Looked up by compound from above (3):
SMILES	NCF1 inh	zVAD death inh	TbHK1 inh	Runt-SMMHC FRET	EBV gp42 inh	MDM2 E3 inh	14-3-3 Bad inh	Runt-CBFb FRET	Hck-Nef inh
CN(C)c1ccc(C2Nc3ccccc3C(=O)N2CCN2CCNC2=O)cc1 (stereo not given)	-12	1.3	-13	-5	-8	-3	-2	8	-3
Cc1ccc(CSCC(=O)N/N=C/c2cccc(OC3CSC3)c2)cc1	-14	1.2	-8	-1	-10	-2	-8	-1	5
CC(C)CCN=Cc1c(O)n(-c2ccccc2)c(=O)c2ccccc12	-13	-0.3	-20	3	-7	1	8	0	3
